NFkB transloc inh: blocks IL-1B driven NFkB nuclear translocation in HUVEC cells; HUVEC IL-1B NFkB p65 nuclear translocation imaging; inhibition, % at 2 µM; hit rate 0.43% among 94,000; AID 796;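 active means inhibition above about 30% together with a positive call from visual inspection of the well image, limit read from the data; inconclusive means inhibition above a set limit but visual check negative; inactive means inhibition not above a set limit, visual check negative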;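 further: nuclear over cytoplasmic p65 intensity ratio measured by imaging; 0% = IL-1B stimulated DMSO wells and 100% = unstimulated DMSO wells; values of inactives mirror those of a sister screen read the other way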
MRP resist rev: compounds reversing MRP-mediated drug resistance. H69AR cells + 2 uM doxorubicin, CellTiter-Glo, 72 h. hit rate 0.04% among 85,000. differential viability (reversal), % at 10 µM. AID 602;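 active means viability drop by adding the cancer drug above about 55%, with treated viability meeting a 40% cutoff, limit read from the data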;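 further: viability without doxorubicin minus viability with 2 µM doxorubicin for each compound; larger differential means the compound sensitizes cells more to doxorubicin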
Bcl-B displacement: displacers of TR3 peptide from Bcl-B, primary screen, selectivity assay for Bfl-1 inhibitor project, biochemical, fluorescence polarization | FP displacement of FITC-TR3 peptide from Bcl-B; higher % means a stronger effect | one-dose displacement, % at 20 µM; IC50 in µM for titrated hits | hit rate 0.11% among 96,000 | AID 748;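 active means displacement above 50% at 20 µM plus a fluorescence interference ratio under 1.5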;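 further: plate controls were wells without compound for no effect and wells lacking Bcl-B protein for full effect; a part of the inactive calls stands beside numbers as strong as those of hits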
PLAP inhibitors HTS: PLAP enzyme inhibitors, biochemical, luminescence, HTS (AID 690). hit rate 0.08% among 96,000. purified PLAP, luminescent substrate; higher % means a stronger effect. one-dose inhibition, % at 20 µM; IC50 in µM for titrated hits; in the data active means a potency from the dose series; inactive means the rest, 99 in 100 with inhibition below about 30%; further: strong numbers were not always called active
NFkB transloc pot: enhances IL-1B driven NFkB nuclear translocation. hit rate 0.3% among 94,000. AID 819. HUVEC IL-1B NFkB p65 nuclear translocation imaging. activation, % at 2 µM;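 active means activation above 40%, about the mean plus 3 SD, also judged a hit on visual image review; inconclusive means activation above 40% but not a hit on visual review; inactive means activation not above 40% and no visual hit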;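 further: percent activation is computed from the nuclear over cytoplasmic p65 intensity ratio; values of inactives mirror those of a sister screen read the other way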
MRP resist rev cytotoxicity: further read-out of MRP resist rev, marked with its call; viability, %; H69AR cells, CellTiter-Glo, 72 h; measured here: cytotoxicity without doxorubicin
MRP resist rev with doxorubicin: second read-out of MRP resist rev, no call of its own (marks repeat the call); viability, %; measured here: viability with 2 uM doxorubicin; stronger effect = lower value
NFkB transloc inh cell count 2 µM: further read-out of NFkB transloc inh, marked with its call; cell count; measured here: cells passing quality filter;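 raw number of nuclei counted in each imaged well without normalization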
NFkB transloc pot cell count 2 µM: also measured in NFkB transloc pot; calls as there; cell count; measured here: cells passing quality filter
* hit, by the source's call; ? = inconclusive; . = no result given. An excerpt; the hit share may differ from the screen's.

SMILES	NFkB transloc inh	NFkB transloc inh cell count 2 µM	MRP resist rev	MRP resist rev cytotoxicity	MRP resist rev with doxorubicin	Bcl-B displacement	PLAP inhibitors HTS	NFkB transloc pot	NFkB transloc pot cell count 2 µM
CCCn1c(SCC(=O)Nc2c(C)cccc2C)nnc1C(C)C	2	147	1	95	94	-20%	9%	-2	147
Cc1nn(-c2cc(N3CCOCC3)ccc2N)c(=O)c2ccccc12	2	113	.	.	.	-2%	-14%	-2	113
CN(C)C(=O)CSc1nnc2sc3ccccc3n12	0	186	.	.	.	3%	14%	0	186
Cn1c2ccccc2c2ncn(Cc3ccco3)c(=O)c21	-15	68	6	71	65	1%	2%	15	68
c1ccc(OCCOc2ncnc3ccccc23)cc1	.	.	6	98	92	4%	22%	.	.
Cc1ccc(C(C)NC(=O)/C(C#N)=C\c2c(C)[nH]c3ccccc23)cc1 (stereo not drawn)	-11	142	.	.	.	6%	17%	11	142
CCOc1ccc(C(c2nnnn2Cc2ccccc2)N2CCN(C(=O)c3ccco3)CC2)cc1 (stereo not drawn)	-31	120	1	82	81	.	.	31	120
Cc1ccc(Cc2cnc(NC(=O)/C(C#N)=C/c3ccc(-c4cccc([N+](=O)[O-])c4)o3)s2)cc1	-3	172	.	.	.	-15%	0%	3	172
COc1cccc(C(=O)Nc2ccccc2)c1	0	151	-4	97	101	-3%	-6%	0	151
CCN(CC)Cc1c(O)ccc2c([N+](=O)[O-])c(C)n(-c3ccc(OC)cc3)c12	-50	129	4	39	34	.	.	?	.
Cc1ccc(S(=O)(=O)N(C)CC(=O)N2CCCc3ccccc32)cc1	-31	178	10	91	81	-4%	-15%	31	178
CCOC(=O)c1ccc(NC(=O)CSc2nnnn2C2CCCCC2)cc1	-7	127	3	96	93	.	.	7	127
Cc1csc2ncc(C(=O)Nc3cccc(C(F)(F)F)c3)c(=O)n12	.	.	5	95	90	-6%	-6%	.	.
CCCCNC(=O)CSc1nnc(NC(C)=O)s1	.	.	-25	83	108	-5%	9%	.	.
COc1ccc(N(C)C(=O)c2ccc3nc(-c4ccccc4)c(-c4ccccc4)nc3c2)cc1	4	169	.	.	.	-4%	-37%	-4	169
CCC1CCCCN1C(=O)CCCOc1ccccc1 (stereo not drawn)	-5	156	16	98	82	20%	6%	5	156
C=CCSc1[nH]c(=O)cc(C)c1C(N)=O	-1	202	7	106	99	-1%	8%	1	202
CCOC(=O)N1CCN(C(=O)CN(c2ccccc2OC)S(=O)(=O)c2ccc(C)cc2)CC1	-1	106	-6	84	91	0%	-24%	1	106
O=c1c2c(nc3n1CCCCC3)sc1c(O)c(Br)ccc12	-5	144	6	82	76	-5%	-6%	5	144
Cc1cccc(C)c1OCCCN1CCCC1	.	.	12	102	90	7%	12%	.	.

Nothing new here: entries from further up.
SMILES	NFkB transloc inh	NFkB transloc inh cell count 2 µM	MRP resist rev	MRP resist rev cytotoxicity	MRP resist rev with doxorubicin	Bcl-B displacement	PLAP inhibitors HTS	NFkB transloc pot	NFkB transloc pot cell count 2 µM
CCCn1c(SCC(=O)Nc2c(C)cccc2C)nnc1C(C)C	2	147	1	95	94	-20%	9%	-2	147
Cc1nn(-c2cc(N3CCOCC3)ccc2N)c(=O)c2ccccc12	2	113	.	.	.	-2%	-14%	-2	113

Part of the list above with just NFkB transloc inh and MRP resist rev:
| Molecule | NFkB transloc inh | MRP resist rev |
| --- | --- | --- |
| Cc1csc2ncc(C(=O)Nc3cccc(C(F)(F)F)c3)c(=O)n12 | . | 5 |
| CN(C)C(=O)CSc1nnc2sc3ccccc3n12 | 0 | . |
| COc1cccc(C(=O)Nc2ccccc2)c1 | 0 | -4 |
| CCC1CCCCN1C(=O)CCCOc1ccccc1 (stereo not drawn) | -5 | 16 |
| CCOC(=O)c1ccc(NC(=O)CSc2nnnn2C2CCCCC2)cc1 | -7 | 3 |
| CCCn1c(SCC(=O)Nc2c(C)cccc2C)nnc1C(C)C | 2 | 1 |
| COc1ccc(N(C)C(=O)c2ccc3nc(-c4ccccc4)c(-c4ccccc4)nc3c2)cc1 | 4 | . |

Three entries from above, arranged by their value in NFkB transloc pot, ascending.
structure | NFkB transloc pot
Cc1nn(-c2cc(N3CCOCC3)ccc2N)c(=O)c2ccccc12 | -2
CN(C)C(=O)CSc1nnc2sc3ccccc3n12 | 0
Cn1c2ccccc2c2ncn(Cc3ccco3)c(=O)c21 | 15

Carrying on.
SMILES	NFkB transloc inh	NFkB transloc inh cell count 2 µM	MRP resist rev	MRP resist rev cytotoxicity	MRP resist rev with doxorubicin	Bcl-B displacement	PLAP inhibitors HTS	NFkB transloc pot	NFkB transloc pot cell count 2 µM
COC(=O)C1Sc2[nH]c(=O)sc2C(c2ccc(Cl)cc2)C1C(=O)OC (stereo not drawn)	-5	185	-8	76	84	-12%	-62%	5	185
CCOc1ccc(Nc2nc(N3CCCCC3)nc(N3CCCCC3)n2)cc1	-5	133	7	75	68	1%	8%	5	133
CC1CC(=O)N(CC(=O)N2CCCC2)c2ccccc2S1 (stereo not drawn)	.	.	-5	89	94	0%	-7%	.	.
O=C(c1cnn2c(C(F)F)cc(C3CC3)nc12)N1CCOCC1	-3	168	7	98	90	-10%	-3%	3	168
CCCC(c1nnnn1CC1CCCO1)N1CCN(c2nc3ccccc3s2)CC1 (stereo not drawn)	-12	124	-14	65	79	.	.	12	124
COC(=O)C1=C(C)NC(=O)C1(Nc1ccc(Cl)cn1)C(F)(F)F (stereo not drawn)	9	131	3	107	104	-6%	12%	-9	131
CCOC(=O)C1=C(C)NC(=S)N(C(C)=O)C1c1ccc(Cl)cc1 (stereo not drawn)	-25	140	-12	70	82	.	.	25	140
NS(=O)(=O)c1ccc(-c2ccc(C=NC3CCS(=O)(=O)C3)o2)cc1 (stereo not drawn)	4	154	3	87	84	-10%	10%	-4	154
CN1c2ccccc2C(C)(C)C12C=Nc1c(cc(N3CCOCC3)c3ccccc13)O2 (stereo not drawn)	-2	145	.	.	.	0%	-16%	2	145
Cc1oc2ccc(OCc3ccccc3F)cc2c1C(=O)O	-8	142	-8	94	102	-4%	7%	8	142
CCOc1ccc(N2C(=O)CC(NCc3ccc(F)cc3)C2=O)cc1 (stereo not drawn)	-10	131	15	90	75	-4%	-19%	10	131
Cc1cccc(NC(=S)NC2CC3CCCC(C2)N3CC(C)C)c1C (stereo not drawn)	-28	119	3	90	87	.	.	28	119
COCCNC(=O)CSc1nc2ccccc2c2nc(C)nn12	-5	126	-1	83	84	-2%	3%	5	126
Cc1ccc(-n2cc3c(-c4cccc(Br)c4)nnc(C)c3n2)cc1	13	147	.	.	.	-53%	-36%	-13	147
N#Cc1nc(-c2cccs2)oc1NCc1ccc(Cl)cc1	.	.	4	98	94	-3%	12%	.	.
O=C(NCc1cccnc1)c1ccc(COc2cccc3ccccc23)o1	12	125	-17	53	70	-21%	-8%	-12	125
Cc1c(C(=O)NCc2cccnc2)sc2nc(-c3ccc(F)cc3)cn12	.	.	3	89	86	1%	-49%	.	.
Cc1ccccc1-n1nc(C)c2cc(C(=O)NCc3cccnc3)sc21	0	162	.	.	.	2%	-53%	0	162
CCC1(C)CC(CCNS(=O)(=O)c2ccc(C)cc2)(c2ccc(C)cc2)CCO1 (stereo not drawn)	3	143	.	.	.	-1%	-43%	-3	143
CCN(CC)S(=O)(=O)c1ccc(OC)c(NS(=O)(=O)c2ccc(F)cc2)c1	0	158	.	.	.	-9%	-36%	0	158
O=C1C(Cc2ccccc2)S/C(=N/N=C/c2ccco2)N1c1ccccc1 (stereo not drawn)	3	93	.	.	.	-5%	0%	-3	93
COC(=O)CNc1c(-c2ccccc2)nc2ccc(Br)cn12	-24	164	.	.	.	2%	12%	24	164
Cc1ccc(OCCCN2CCCC2)c(C)c1	.	.	0	91	92	-4%	24%	.	.
COC(=O)N1CCN(S(=O)(=O)c2ccc(F)cc2)CC1	-21	127	.	.	.	.	.	21	127
CCN1C(=O)/C(=C2/Sc3ccc(OC)cc3N2C)SC1=Nc1ccc(C)cc1	-28	124	-4	66	71	.	.	28	124
CCN(CCCNC(=O)Cn1ncc2c(=O)oc3ccccc3c21)c1cccc(C)c1	2	140	-29	58	86	-13%	-32%	-2	140
Cc1ccc(N2C(=O)N(CC(=O)NCc3ccc(Cl)cc3)C(=O)C2C)cc1 (stereo not drawn)	6	129	21	96	75	12%	3%	-6	129
COc1ccccc1NC(=O)N(Cc1cc2cc(OC)c(OC)cc2[nH]c1=O)CC1CCCO1 (stereo not drawn)	-9	164	3	79	76	-5%	-57%	9	164
Cc1cc(NC(=O)C2C3C=CC(C3)C2C(=O)O)no1 (stereo not drawn)	-27	68	10	99	88	2%	-4%	27	68
COc1cc2c(cc1NC(=O)CSc1nnnn1-c1ccccc1)oc1ccccc12	-3	196	-23	19	42	-20%	22%	3	196
Cc1ccc(-n2ncc3c(=O)n(CC(=O)NCc4ccco4)cnc32)cc1C	.	.	-20	56	76	0%	-20%	.	.
CCCCN(CCCC)CC(O)CN1C(=O)NC(C)(C)C1=O (stereo not drawn)	-5	93	-4	96	100	6%	2%	5	93
COc1ccc(/C(N)=N/OC(=O)c2cccc([N+](=O)[O-])c2)cc1	-18	172	-3	63	65	0%	3%	18	172
COc1ccc(N(C(=O)C2CCCCC2)C2C=CS(=O)(=O)C2)c(OC)c1 (stereo not drawn)	-16	162	.	.	.	-2%	-6%	16	162
CCN(CC)C(=O)c1c(C)nc2ccccn12	-10	61	11	102	91	-4%	14%	10	61
COc1cc2c3c(c1)/C(=C1/SC(NC(C)=O)=NC1=O)C(=O)N3C(C)(C)C=C2C	2	127	-18	53	71	10%	-66%	-2	127
O=C(NC1(C(=O)NC2CCCCC2)CCCCC1)c1ccccn1	-11	203	7	101	94	8%	-7%	11	203
COC(=O)c1cc(NC(=O)C2COc3ccccc3O2)ccc1Cl (stereo not drawn)	11	134	0	78	78	-5%	29%	-11	134
NC(=O)c1ccc(NC(=O)C2CCCO2)cc1 (stereo not drawn)	-14	153	-3	85	88	3%	-23%	14	153
COc1ccc(C(=O)NC(=O)CSc2nnc(-c3ccco3)n2-c2ccccc2)cc1	10	137	-14	95	109	9%	-17%	-10	137
CC1CCN(C(=O)N2c3ccccc3Sc3ccccc32)CC1	-13	141	19	104	85	-10%	2%	13	141
COc1c(Cl)cc(-c2noc(C)c2C(=O)NCc2ccccc2)cc1Cl	-4	59	0	80	80	4%	-13%	4	59
CN(C)CCCNCC(=O)Nc1ccccc1N1CCOCC1	-6	166	.	.	.	7%	4%	6	166
CCOc1ccc(CN2CCC(=O)NC2=O)cc1	1	113	5	102	97	2%	0%	-1	113
Cc1[nH]nc2c1C(Cc1ccccc1)C(C#N)=C(N)O2 (stereo not drawn)	11	124	22	113	91	-1%	-75%	-11	124
CCCSc1nc2c(c(=O)[nH]c(=O)n2C)n1C	3	158	0	86	86	0%	-15%	-3	158
CC(c1ccccc1)C1CC(=O)N(C2CCCCC2)C1=O (stereo not drawn)	-18	128	6	95	89	1%	-4%	18	128

Single values from the list.
CCCSc1nc2c(c(=O)[nH]c(=O)n2C)n1C in Bcl-B displacement reads 0%
CC(c1ccccc1)C1CC(=O)N(C2CCCCC2)C1=O (stereo not drawn) in MRP resist rev cytotoxicity reads 95
